High-throughput results deposited in PubChem by National Center for Advancing Translational Sciences (NCATS).
Shiga inhibitor: A qHTS for Small Molecule Inhibitors of Shiga Toxin | Vero cells, Shiga toxin protein synthesis inhibition reporter | inhibition, % at 38.7 µM | 9.2% of 290,000 active | AID 2315, 2010; in the data active = inhibition mostly above about 28%, no sharp cut-off; inactive = mostly below about 43%; also: 0% is about no effect
HCMV inh: qHTS Assay for inhibitors of the human cytomegalovirus (HCMV); HFF cells, HCMV-luciferase reporter, 72 h; hits give low values; activity change, negative = inhibition, % at 57.5 µM; 4.5% of 410,000 active; AID 1259415, 2018; in the data active = activity change below about -60%; inconclusive = no clear call, values can overlap the other calls; inactive = above about -39%; also: % is scaled to controls: 0 for no effect and ±100 for the full control effect
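HFF cells seeded 16 h at 37C, treated with compounds, infected with luciferase-reporter HCMV at MOI 1 PFU/cell; luciferase read at 72 h post infection, normalized to buffer-only and Salinomycin controls.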
AmpC inh no detg: qHTS Inhibitors of AmpC Beta-Lactamase (assay without detergent); Potency, µM (top dose mostly 57.1 µM), for inactives: top-dose activity change, negative = inhibition, hits mostly inhibitors; 0.52% of 330,000 active; P00811; AmpC nitrocefin hydrolysis, absorbance 480 nm, 0.0001% Triton;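 also: potency is read from the fitted curve at half-maximal effect; plate controls were no compound for no effect and no enzyme for full effect; nearly all actives have a fitted effect of over 20% in size; some results filed as inactive show a strong effect at the top dose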
Target sequence (P00811 whole entry, looked up): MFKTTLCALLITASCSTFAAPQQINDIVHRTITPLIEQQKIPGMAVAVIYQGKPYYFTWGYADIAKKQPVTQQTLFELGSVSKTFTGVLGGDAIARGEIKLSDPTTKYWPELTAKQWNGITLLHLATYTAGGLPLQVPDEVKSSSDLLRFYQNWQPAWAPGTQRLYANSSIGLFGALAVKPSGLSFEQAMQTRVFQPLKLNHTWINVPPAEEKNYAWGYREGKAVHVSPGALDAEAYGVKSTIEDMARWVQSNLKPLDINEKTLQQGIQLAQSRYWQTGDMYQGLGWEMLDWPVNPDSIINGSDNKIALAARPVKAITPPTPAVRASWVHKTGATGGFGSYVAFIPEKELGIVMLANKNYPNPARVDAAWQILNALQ
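AmpC (5.3 nM in the dispensed reagent) in 20 mM phosphate pH 7.0 with 0.01% (detergent screen) or 0.0001% Triton X-100 was preincubated with compounds for 15 min at room temperature. Nitrocefin was then added from an 800 uM solution, and hydrolysis was followed at 480 nm.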
AmpC inh detg: qHTS Inhibitors of AmpC Beta-Lactamase (assay with detergent) | P00811 | AmpC hydrolysis of nitrocefin, absorbance 480 nm, 0.01% Triton | Potency, µM (top dose mostly 114 µM), for inactives: at the top dose activity change, negative = inhibition, hits mostly inhibitors | 0.041% of 370,000 active;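 also: potency is read from the fitted curve at half-maximal effect; 0% = no-compound wells and -100% = no-enzyme wells; nearly all actives have a fitted effect of over 25% in size; some results filed as inactive show a strong effect at the top dose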
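AmpC (5.3 nM in the dispensed reagent) in 20 mM phosphate pH 7.0 with 0.01% (detergent screen) or 0.0001% Triton X-100 was preincubated with compounds for 15 min at room temperature. Nitrocefin was then added from an 800 uM solution, and hydrolysis was followed at 480 nm.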
AMA1-RON2 inh: qHTS for Inhibitors of AMA1-RON; Towards Development of Antimalarial Drug Lead: Primary Screen. Plasmodium falciparum AMA1 (3D7) - RON2 peptide interaction. AlphaScreen AMA1-biotinylated RON2 peptide binding. Potency, µM (top dose mostly 58.2 µM), for inactives: top-dose activity change, negative = inhibition, most hits filed as inhibitors. 0.2% of 360,000 active. AID 720542, 2013;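 also: potency is read from the fitted curve at half-maximal effect; 0% = vehicle wells and -100% = peptide control; nearly all actives have a fitted effect of over 45% in size; some results filed as inactive show a strong effect at the top dose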
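AMA1 (3D7) with his tag at 25 nM final met compounds first, then biotinylated RON2 peptide at 25 nM; detection used donor plus acceptor beads, 10 µg/mL apiece, read by AlphaScreen after 30 min at room temperature.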
CHX counter: Cycloheximide Counterscreen for Small Molecule Inhibitors of Shiga Toxin | cell reporter, cycloheximide protein synthesis inhibition counterscreen | max response, % | 12% of 300,000 active | AID 2314, 2010; in the data active = max response mostly above about 13%, no sharp cut-off; inactive = mostly below about 14%; also: read at 38.3 µM for the half of the compounds with a filed dose; 0% is about no effect
FBPA Giardia inh: qHTS Assay for Inhibitors of Fructose-1,6-bisphosphate Aldolase from Giardia Lamblia; purified Giardia FBPA; Potency, µM (top dose mostly 59.6 µM), without a hit: top-dose activity, negative = inhibition, actives largely listed as inhibitors; 0.71% of 290,000 active; also: potency is read from the fitted curve at half-maximal effect; % is scaled to controls: 0 for no effect and ±100 for the full control effect; nearly all actives have a fitted effect of over 55% in size
Target sequence (A8B2U2 whole entry, looked up): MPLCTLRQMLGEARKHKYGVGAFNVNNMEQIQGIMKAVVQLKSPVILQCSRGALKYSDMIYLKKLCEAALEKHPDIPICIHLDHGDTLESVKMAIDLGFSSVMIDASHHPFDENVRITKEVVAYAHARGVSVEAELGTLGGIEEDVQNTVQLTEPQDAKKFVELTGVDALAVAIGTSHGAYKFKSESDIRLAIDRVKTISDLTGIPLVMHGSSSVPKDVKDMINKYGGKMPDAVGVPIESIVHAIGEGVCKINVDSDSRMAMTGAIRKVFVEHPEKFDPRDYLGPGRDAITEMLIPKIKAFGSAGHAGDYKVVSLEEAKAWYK
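Giardia FBPA (40 nM reagent) was preincubated 10 min at RT with compound (up to 57.5 uM final), then substrate plus GAPDH/TPI/NAD/arsenate coupling system with diaphorase/resazurin was added; resorufin fluorescence (525/598 nm) was read after 20 min.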
* hit, by the source's call; ? = inconclusive; . = no result given; & = joins results of further samples; [ ] = dose if it differs, or a comment. Unless noted, calls follow the shape of the dose curve; as a rule, active = well fitted curve in the direction sought with a large enough effect; inconclusive = small, poorly fitted or top-dose-only effect, or another doubt; inactive = no such curve, though single readings can be large; an effect the other way counts as inactive or inconclusive.

Values run as follows: AmpC inh detg, CHX counter, AmpC inh no detg, HCMV inh, Shiga inhibitor, AMA1-RON2 inh, FBPA Giardia inh
- CCCC(C)C(=O)Nc1nnc(CCc2ccccc2)s1 (stereo unspecified)
 : -7%, 2, -8%, 6, -6, 0%, 8%
- COc1ccc(CCNC(=O)c2cc(-c3ccccn3)nc3c(Cl)cccc23)cc1OC
 : -10%, -2, -3%[2.29 µM], -34, -5, -1%, 0%
- CCCCCOc1ccc(C)cc1CN(CCCl)CCCl
 : -8%, 2, 17%, ?, 3, 1%, -24%
- O=C(Nc1cc(Cl)ccc1O)c1cc2n(n1)C(C(F)(F)F)CC(c1ccc3c(c1)OCO3)N2 (stereo unspecified)
 : 4%, 0, -45%, 66, -8, -3%, 8%
- COc1cc(/C=N/NC(=O)CNC(=O)c2ccccc2)ccc1OC(=O)c1cccs1
 : -1%, -4, -2%, 71, -9, 3%, 5%
- CN1CCN(S(=O)(=O)c2ccc3c(c2)NC(=O)CS3)CC1
 : -2%, -5, 2%, -26, -3, -3%, .
- Cc1ccc(C(=O)c2cc3c(cc2N)OCCO3)cc1
 : ?, -3, -48%, 7, 1, ?, -12%
- Cc1ccccc1Cn1cc(C)c(=O)[nH]c1=O
 : -8%, -2, -17%, 11, -3, 6%, 1%
- Cc1cccc(N2CCN(C(=O)Cn3cnc4c3c(=O)n(C)c(=O)n4C)CC2)c1C
 : -12%, -2, 79%[activator], -3, -4, 1%, 1%
- O=C(Cc1ccccc1)c1nnc(-c2ccccc2)o1
 : 3%, 14*, -31%, -21, 25, 2%, -4%
- O=C1C(=O)N(Cc2cccnc2)C(c2cccc([N+](=O)[O-])c2)/C1=C(\O)c1ccc2c(c1)OCCO2 (stereo unspecified)
 : -4%, -11, -10%, -31, 44, -14%, .
- O=c1nc2ccccc2c(NS(=O)(=O)c2ccccc2)n1-c1ccccc1
 : 3%, 7, -13%, 48, 38, -25%, 1%
- O=C1[C@@H]2C(Cc3ccc(O)cc3)NC3(C(=O)Nc4ccc(F)cc43)[C@@H]2C(=O)N1c1ccc(F)cc1 (stereo partly specified)
 : -1%, -3, -51%, 6, -16, 42%[activator], 2%
- CS(=O)(=O)N1CCN(c2ccc([N+](=O)[O-])cc2C(F)(F)F)CC1
 : 0%, 8.9*, -1%, -22, 44, -18%, -1%
- Cc1ccc(NC(=O)c2cc(NC(=O)CCC(=O)O)ccc2N2CCCCC2)cc1
 : 3%, 6, 3%, 52, 29, 0%, -3%
- CC1(C)Cc2cccc(OCC(=O)N3CCN(c4ccccc4Cl)CC3)c2O1
 : ?, ., 32%, 4, ., -13%, .
- Cc1c(OCC(=O)NCC(O)c2ccccc2)ccc2c3c(c(=O)oc12)CCC3 (stereo unspecified)
 : 6%, 2, -7%, -12, -7, -12%, .
- N=c1ccn2c(n1)O[C@H]1[C@@H](CO)[C@H](O)O[C@H]12
 : -24%, ., -14%, -98*, ., -3%, .
- CCOC(=O)c1cc(C#N)c(SCc2cccc3ccccc23)nc1C
 : -2%, -4, -3%, -22, -8, 7%, -1%
- CC(C)(C)c1ccc(OCC(=O)N/N=C/C2CC=CCC2)cc1 (stereo unspecified)
 : -5%, 5, 24%, -2, 3, 36%[activator], -6%
- COc1ccc(N(CC(=O)NCCC2=CCCCC2)S(=O)(=O)c2ccc(C)cc2)cc1
 : 1%, -4, -8%, ., 1, ., 2%
- O=C(NCc1ccco1)C1CCN(C(=O)c2ccc(Cl)cc2Cl)CC1
 : 3%, -4, -2%, -7, 3, -2%, -15%
- CCc1ccc(-c2cc(C)no2)cc1S(=O)(=O)N1CCN(c2ccccn2)CC1
 : -2%, 1, 14%, 0, -5, -5%, .
- OC(CCc1ccncc1)COc1ccccc1 (stereo unspecified)
 : -3%, ., -11%, ?, ., -4%, .
- O=C(c1cccc(F)c1)N1CCN(c2cccc(C(F)(F)F)c2)CC1
 : 9%, -2, 43%, -28, -9, 0%, -1%
- CCCc1noc2c1C(c1cc(Br)ccc1F)C(C#N)=C(N)N2 (stereo unspecified)
 : -1%, -6, -30%, 9, -3, -1%, -1%
- Nc1cc(Cl)ccc1C(=O)OCC(=O)N1CCCC1
 : -2%, 17*, -8%, -33, 35, -3%, 3%
- CCN(C(=O)CSc1nncn1-c1ccccc1)c1c(N)n(Cc2ccccc2)c(=O)[nH]c1=O
 : -11%, 1, -13%, 7, -12, ?, 4%
- COC(=O)[C@H](CCSC)NC(=O)Nc1cc(C)ccc1C
 : 0%, -2, -16%, 6, -13, 0%, 1%
- COCCN1CN=C(NS(=O)(=O)c2ccc(C)cc2)NC1
 : -3%&-1%, 13, -7%, -33&1, -6, 0%, .

Remaining list, next part
Values run as follows: AmpC inh detg, CHX counter, AmpC inh no detg, HCMV inh, Shiga inhibitor, AMA1-RON2 inh, FBPA Giardia inh
- CCOC(=O)c1cc(-c2csc(N/N=C/c3ccccc3Cl)n2)on1
 : -5%, -1, -29%, -10, -12, 21%, -1%
- COc1ccc(NC(=O)C2CCN(S(=O)(=O)c3cccc4cccnc34)CC2)cc1
 : 3%, -4, 56µM*, -37, 2, -1%, -9%
- CCOc1ccc(CNC(=O)CCS(=O)(=O)c2ccc3c(c2)oc(=O)n3C)cc1
 : -11%&24%, -10, 0%, ?, -8, 5%, .
- COc1ccc(Cn2nnnc2C(c2ccncc2)N2CCOCC2)cc1 (stereo unspecified)
 : -1%, -1, 0%, 5, -13, 4%, -11%
- C=CCn1c(SCC(=O)NCc2ccco2)nnc1-c1ccc2ccccc2n1
 : -6%, -1, 23%, -11, 3, -6%, -15%
- O=[N+]([O-])c1ccc2cn(-c3ccccc3)nc2c1
 : 1%, 54*, -5%, -68*, 52*, -16%, -5%
- COc1ccc(-c2noc(CSc3nnc(Cc4ccccc4)n3-c3cccc(C)c3)n2)cc1OC
 : -8%, -2, 73%[activator], ?, -4, -14%, 1%
- COc1ccc(-c2cc(C(F)(F)F)n3nc(C(=O)NCc4ccco4)c(Cl)c3n2)cc1
 : 11%, -8, 7%, 20, 5, -1%, 0%
- Cc1ccccc1Nc1nc(N)nc(CN2C(=O)NC3(CCCCC3C)C2=O)n1 (stereo unspecified)
 : -22%, -1, -7%, 21, 2, 19%, 2%
- Nc1ccc(S(=O)(=O)NC(=O)c2ccccc2)cc1
 : -9%, -3, -9%, ., -12, 13%, 6%
- COc1ccc(Cl)cc1CNCCCSc1ncccn1
 : -12%, -1, -20%, 23, -3, 2%, -25%
- COc1ccc(C2CC(=O)C(C=NCCN3CCN(C(C)=O)CC3)=C(O)C2)cc1 (stereo unspecified)
 : ?, -2, -11%, 9, -3, 88%[activator], -4%
- CC(=O)Nc1cccc(OCCCNC(=O)c2cccc3ccccc23)c1
 : -4%, 15, 2%, 14, 29, 5%, 6%
- C/C(=N\NC(=O)c1nnn(-c2nonc2N)c1CN1CCOCC1)c1ccc(CC(C)C)cc1
 : -3%, -2, 6%, 9, -2, 47%[activator], -20%
- CCOc1ccccc1N(CC(=O)NCC1CCCO1)C(=O)CCC(=O)Nc1ccccn1 (stereo unspecified)
 : 0%, -3, 28%, 6, 18, 6%, 1%
- CCN(CC)c1ccc(NC(=O)c2ccc(Br)o2)c(C)c1
 : ?, 16, -25%, -18, 28*, ?, -22%
- CCCCn1c(N)c(N(CC)C(=O)c2c(C)noc2C)c(=O)[nH]c1=O
 : ., ., -9%, -9, ., 19%, .
- CC1=C(C(N)=O)C(c2ccncc2)n2nc(-c3ccccc3Cl)nc2N1 (stereo unspecified)
 : ?, -6, -5%, 11, -15, 6%, 4%
- O=C(Nc1cccc(S(=O)(=O)NC2=NCCC2)c1)c1ccc(F)cc1F
 : ., ., -19%, -16, ., 17%, .
- Cc1cccc(C)c1NC(=O)COC(=O)C1C2CC3OC(=O)C1C3C2 (stereo unspecified)
 : -6%, -3, -11%, 13, -6, 0%, 4%
- C=CC[C@@H](CC(=O)NCCO)C(=O)N[C@@H](C)COC(=O)[C@@H](CC=C)Cc1ccc(F)cc1
 : ., ., 126%[activator], -17, ., -4%, .
- Cc1ccc(F)c(NC(=S)Nc2cccc3ccccc23)c1
 : 9%, 36*, -28%, -22, 58*, ., ?
- CN(CC(=O)Nc1ccc(N2CCOCC2)cc1)C(=O)CC(c1ccccc1)c1ccccc1
 : 4%, 16, 131%[activator], 30, -4, -31%, -6%

Shown with tabs: entries from further up
mol	AmpC inh detg	CHX counter	AmpC inh no detg	HCMV inh	Shiga inhibitor	AMA1-RON2 inh	FBPA Giardia inh
Cc1c(OCC(=O)NCC(O)c2ccccc2)ccc2c3c(c(=O)oc12)CCC3 (stereo unspecified)	6%	2	-7%	-12	-7	-12%	.
N=c1ccn2c(n1)O[C@H]1[C@@H](CO)[C@H](O)O[C@H]12	-24%	.	-14%	-98*	.	-3%	.

Random excerpt: 7 records from the list.
Values run as follows: AmpC inh detg, CHX counter, AmpC inh no detg, HCMV inh, Shiga inhibitor, AMA1-RON2 inh, FBPA Giardia inh
- CCCc1noc2c1C(c1cc(Br)ccc1F)C(C#N)=C(N)N2 (stereo unspecified)
 : -1%, -6, -30%, 9, -3, -1%, -1%
- COc1ccc(NC(=O)C2CCN(S(=O)(=O)c3cccc4cccnc34)CC2)cc1
 : 3%, -4, 56µM*, -37, 2, -1%, -9%
- Cc1ccc(NC(=O)c2cc(NC(=O)CCC(=O)O)ccc2N2CCCCC2)cc1
 : 3%, 6, 3%, 52, 29, 0%, -3%
- O=C(NCc1ccco1)C1CCN(C(=O)c2ccc(Cl)cc2Cl)CC1
 : 3%, -4, -2%, -7, 3, -2%, -15%
- O=C1C(=O)N(Cc2cccnc2)C(c2cccc([N+](=O)[O-])c2)/C1=C(\O)c1ccc2c(c1)OCCO2 (stereo unspecified)
 : -4%, -11, -10%, -31, 44, -14%, .
- C=CC[C@@H](CC(=O)NCCO)C(=O)N[C@@H](C)COC(=O)[C@@H](CC=C)Cc1ccc(F)cc1
 : ., ., 126%[activator], -17, ., -4%, .
- OC(CCc1ccncc1)COc1ccccc1 (stereo unspecified)
 : -3%, ., -11%, ?, ., -4%, .
